USP8 inh – human USP8 deubiquitinase inhibition; purified USP8, Ub-rhodamine cleavage fluorescence, 30 min; P40818; inhibition, % at 20 µM; hit rate 4.2% among 47,000
USP7 block – human USP7 deubiquitinase inhibition; purified USP7, Ub-rhodamine cleavage fluorescence; inhibition, % at 20 µM; hit rate 0.3% among 47,000; AID 1645854
USP17 inh – inhibitors of human USP17 deubiquitinase; purified USP17, Ub-rhodamine cleavage fluorescence, 3 h; hit rate 6.5% among 47,000; A8MUK1; AID 1645855; inhibition, % at 50 µM
Target sequence (A8MUK1 whole entry, looked up): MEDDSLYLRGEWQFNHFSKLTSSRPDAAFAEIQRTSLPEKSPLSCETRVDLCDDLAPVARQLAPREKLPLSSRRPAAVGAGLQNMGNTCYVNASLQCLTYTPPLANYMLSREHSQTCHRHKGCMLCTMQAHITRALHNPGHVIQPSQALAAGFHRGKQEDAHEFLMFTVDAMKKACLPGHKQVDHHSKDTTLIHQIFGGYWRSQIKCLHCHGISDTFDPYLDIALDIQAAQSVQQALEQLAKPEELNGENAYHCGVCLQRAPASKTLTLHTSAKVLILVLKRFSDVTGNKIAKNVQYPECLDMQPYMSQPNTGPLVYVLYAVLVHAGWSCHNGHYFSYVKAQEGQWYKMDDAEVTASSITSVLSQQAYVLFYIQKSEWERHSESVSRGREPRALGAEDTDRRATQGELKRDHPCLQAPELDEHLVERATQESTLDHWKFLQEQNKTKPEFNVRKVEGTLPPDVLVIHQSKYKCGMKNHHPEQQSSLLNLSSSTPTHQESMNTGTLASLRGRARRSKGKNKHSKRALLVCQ
UCHL1 inh – blocks human UCHL1 ubiquitin-rhodamine cleavage; P09936; purified UCHL1, Ub-rhodamine cleavage fluorescence; inhibition, % at 20 µM; hit rate 0.2% among 47,000; AID 1645859
Target sequence (P09936 whole entry, looked up): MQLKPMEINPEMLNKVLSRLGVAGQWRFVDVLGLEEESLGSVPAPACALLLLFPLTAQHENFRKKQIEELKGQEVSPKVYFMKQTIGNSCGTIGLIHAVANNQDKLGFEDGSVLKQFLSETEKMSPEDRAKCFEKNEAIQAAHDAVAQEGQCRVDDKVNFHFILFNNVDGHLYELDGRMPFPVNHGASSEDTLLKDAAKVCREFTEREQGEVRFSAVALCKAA
USP30 inh – blocks human USP30 ubiquitin-rhodamine cleavage; Q70CQ3; purified USP30, Ub-rhodamine cleavage fluorescence; inhibition, % at 25 µM; hit rate 5.3% among 47,000
OTUD3 block – inhibitors of human OTUD3 deubiquitinase | AID 1645858 | inhibition, % at 25 µM | hit rate 0.7% among 47,000 | Q5T2D3 | purified OTUD3, Ub-rhodamine fluorescence, 2 h
USP28 inh – human USP28 deubiquitinase inhibition | Q96RU2 | purified USP28, Ub-rhodamine cleavage fluorescence, 30 min | inhibition, % at 25 µM | hit rate 3% among 47,000 | AID 1645857
USP10 block – inhibitors of human USP10 deubiquitinase. hit rate 1.1% among 47,000. Q14694. inhibition, % at 20 µM. AID 1645856. purified USP10, Ub-rhodamine fluorescence, 60 min
Numbers without * were called inactive; i = inactive; x = not tested or not shown. Cut-off read from the data, not from the text of the source: active = inhibition above about 30%; inactive = the rest.

mol | USP8 inh | USP7 block | USP17 inh | UCHL1 inh | USP30 inh | OTUD3 block | USP28 inh | USP10 block
Cc1ccccc1CNC(=O)C1CCCN(c2cnc3nccnc3c2)C1 (stereo not drawn) | -197.2 | -91.2 | -145.8 | -86.2 | i | -175.1 | -232.7 | -5.7
Cc1cc(C)cc(NC(=O)NCCn2cnc3cc(C(=O)N4CCCC4)ccc32)c1 | 5.5 | 1.6 | 5.3 | 0.7 | 0.2 | 7.1 | 13.8 | -2.0
CCOC(=O)C1=C(COc2ccccc2Cl)NC(=O)NC1CC (stereo not drawn) | 10.7 | -3.3 | 6.7 | -3.8 | -27.8 | -10.0 | -18.8 | -2.4
COc1cc(OC)c(OC)cc1CNC(=O)c1cccc2cccnc12 | 1.9 | 4.0 | 28.4 | 0.2 | -1.4 | 0.2 | -7.4 | -3.4
O=C(CC1CCCC1)N1CCN(C(=O)c2cnn3ccccc23)CC1 | 20.9 | 1.2 | -1.8 | 0.2 | 5.6 | 3.8 | 2.6 | 1.2
O=C(N[C@@H]1C[C@@H](Oc2ccccc2)[C@H](O)[C@H]1N1CCCCC1)c1cn[nH]c1 | -7.7 | 8.2 | 2.7 | 3.9 | 7.9 | 2.3 | -0.2 | 1.5
COc1cccc(CN(C(=O)CN2C(=O)c3ccccc3S2(=O)=O)C(C(=O)NCC2CCCO2)c2ccco2)c1 (stereo not drawn) | 0.0 | 1.5 | -2.1 | 1.6 | 8.2 | -1.9 | 4.5 | -4.1
COc1cccc(-c2cc(C(F)(F)F)nc(-n3cnc([N+](=O)[O-])n3)n2)c1 | -51.9 | 4.6 | 12.2 | 0.5 | 5.4 | 12.0 | 16.3 | 0.9
CN1C(=O)C2(CCN(C(=O)Cc3ccccc3Cl)C2)c2ccccc21 (stereo not drawn) | 14.7 | 0.5 | 1.4 | 1.0 | -5.3 | 6.4 | 5.3 | -1.3
CCOc1ncccc1C(=O)N1CCN(c2ccc(CN3CCC(N(C)C)CC3)cn2)CC1 | 0.9 | -0.1 | -19.9 | -0.7 | -34.0 | -9.0 | -21.3 | -2.1
Cc1nc(C2CCN(C(=O)c3cn[nH]c3C)C2)nc2c1CCC(=O)N2CC1CCCCC1 (stereo not drawn) | -0.3 | 0.0 | 4.0 | -0.7 | 6.6 | 2.4 | -0.2 | -2.0
O=C(COc1ccc(Br)cc1)Nc1cccc2ncccc12 | -3.7 | -14.9 | -9.9 | -2.7 | -21.1 | -9.2 | -16.1 | -1.5
COc1ccc(C(=O)Nc2nc(-c3ccc4c(c3)NC(=O)CO4)c(C)s2)cc1OC | 4.7 | -0.1 | 57.7* | -1.3 | 6.2 | -8.7 | -4.4 | -3.5
O=C(Nc1nc(-c2ccccc2)c2ccccc2n1)c1ccc(Cl)cc1 | 0.4 | 8.5 | -0.1 | 5.2 | 28.6 | 16.4 | 33.5* | 11.0
Cc1ccc2nc(C3CN(CC(=O)Nc4ccccc4F)C3)[nH]c2c1 | -0.1 | 1.0 | -2.0 | 0.0 | 0.0 | -3.4 | -4.7 | 2.4
CN1CCc2c(sc3c2C(=O)NC(c2ccccc2[N+](=O)[O-])N3)C1 (stereo not drawn) | -13.8 | -33.2 | -23.6 | -34.5 | -68.9 | -8.5 | -22.0 | -6.8
Nc1ncc(-c2cccc(C3CN(C(=O)CN4CCCCCC4=O)CCO3)n2)cn1 (stereo not drawn) | -42.1 | 4.2 | -3.1 | -0.9 | -3.3 | 5.9 | -2.8 | -2.8
COc1ccc(-n2cc(C(=O)NC(C)c3ccc4c(c3)OCCO4)c3ccccc3c2=O)cc1 (stereo not drawn) | 11.5 | 10.1 | 21.6 | 8.8 | 36.0* | 6.8 | 25.3 | 1.5
COc1cccc(C(=O)Nc2nc3nc(C)c(Cl)c(=O)n3[nH]2)c1 | -7.2 | 0.0 | -0.3 | 0.9 | -5.6 | -3.2 | -9.7 | 2.0
CCC(C)[C@H](NC(=O)N1CCn2c1nc1ccccc12)C(=O)NCCc1ccccc1 (stereo partly drawn) | 7.1 | -4.1 | 35.5* | 3.5 | 30.0* | 9.0 | 24.8 | -0.4
Cn1c(=O)c2nc(SCCC(=O)O)n(CCc3ccccc3)c2n(C)c1=O | 16.8 | 5.1 | 8.6 | 0.1 | 10.5 | 4.9 | 4.0 | 0.6
Cn1nc(CN2CCCCC2)c2c1CN(C(=O)c1ccc(F)c(F)c1)C2 | -40.2 | -8.5 | -11.8 | -2.9 | -2.4 | -3.8 | -4.2 | -1.5
O=C(O)c1ccc(NC(=O)[C@H](Cc2ccc(O)cc2)NC(=O)c2ccccc2)cc1 | -2.0 | -0.9 | 0.0 | -2.8 | x | -3.4 | x | -1.4
CC(=O)N1CCc2sc(S(=O)(=O)NC3CCCCC3)cc2C1 | 16.0 | 0.5 | 0.1 | 2.1 | -9.2 | -2.1 | -0.3 | 0.3
CC(=O)N1[C@@H](CNS(=O)(=O)c2ccccc2F)C[C@@]2(C)[C@@H](O)CCCC[C@@H]12 | 2.5 | 4.6 | 5.1 | 2.2 | 17.4 | 14.2 | 4.2 | 0.7
Cc1ccc(CN2CN(C3CCN(C(=O)CC(C)(C)C)CC3)CC2=O)cc1 | -0.1 | 0.6 | 2.0 | 0.5 | 2.8 | 3.4 | -0.4 | -3.7
O=C(c1ccc(N2CCOCC2)nn1)N(Cc1ccccc1)c1ccccn1 | -7.1 | 4.5 | -0.4 | 0.7 | 27.4 | 13.4 | 10.6 | -1.1
Cc1ccc(C)c(-c2nc(Cn3c(=O)c4c(C)cc(C)nc4n(C)c3=O)c(C)o2)c1 | -38.1 | -10.8 | 18.7 | -5.8 | -34.3 | -4.2 | -6.5 | -4.4
O=C(CN1C(=O)c2cccnc2Sc2ccccc21)Nc1ccccc1F | 0.7 | -7.5 | 27.7 | -7.7 | -4.1 | -8.4 | -0.9 | -13.9
CN(C1CCS(=O)(=O)C1)S(=O)C12CC3CC(CC(C3)C1)C2 (stereo not drawn) | -24.1 | 1.2 | 0.3 | -1.6 | 6.9 | 6.8 | -4.6 | 1.0

(more compounds)
Results follow in this order: USP8 inh	USP7 block	USP17 inh	UCHL1 inh	USP30 inh	OTUD3 block	USP28 inh	USP10 block
COc1ccc(-c2cc(C(=O)NC3CC3)nn2C2CCS(=O)(=O)C2)cc1 (stereo not drawn)
    11.7	7.9	5.7	2.2	16.8	4.3	0.0	-0.9
CCc1nnc2ccc(S(=O)(=O)N(CC)c3ccccc3)cn12
    -280.5	-3.1	-37.0	-2.1	-13.3	-2.5	-1.6	-2.6
CCCCc1nc2sc3c(SCC(=O)Nc4ccc(C)cc4)ncnc3c2c2c1CCC2
    7.0	1.8	0.0	-2.8	-3.1	1.7	6.5	-2.9
COc1cc(C)ccc1OCC(=O)Nc1sc2c(c1-c1nc3ccccc3[nH]1)CCCC2
    -25.8	-9.2	-21.1	-6.4	-41.4	-24.2	-6.1	-5.0
N#Cc1ccc(Oc2nc(F)c(Cl)c3c2N(CC2CCCO2)CCS3(=O)=O)cc1 (stereo not drawn)
    71.1*	-17.9	46.6*	-0.1	3.7	1.2	9.4	4.5
CC(C)C(=O)N1c2ncnn2C(c2ccccc2Cl)CC1c1ccccc1 (stereo not drawn)
    6.3	5.9	17.5	3.8	22.1	19.7	13.2	3.6
Cc1[nH]c2ccc(C(=O)NCC(C)(C)N3CCOCC3)cc2c1C
    -6.3	-5.1	-14.4	-6.2	-45.9	-21.0	-14.7	-4.6
CSCCC(NC(=O)c1c(C)nn(Cc2ccccc2Cl)c1C)c1nc2ccccc2[nH]1 (stereo not drawn)
    -80.6	-3.6	-6.3	1.0	-14.1	-13.0	-4.9	-1.7
COc1ccccc1Cc1cccc(C2CCCN2S(=O)(=O)N(C)C)n1 (stereo not drawn)
    -1.5	-1.2	-5.0	-2.0	-5.2	-2.3	-7.7	19.7
Cc1nc2nc(NCc3cccc([N+](=O)[O-])c3)[nH]n2c(=O)c1Cc1ccccc1
    -53.1	-5.6	-0.2	-0.4	25.2	9.0	5.0	3.6
Cc1ccc(NC(=O)c2cn(-c3ncccc3-c3nc(C)no3)cn2)c(C)c1
    1.6	-3.0	-10.1	-2.0	-23.8	-11.9	-10.3	-1.2
Cc1ccc2nc(-c3ccc(NC(=O)COC(=O)CCC(=O)c4ccc(F)cc4)cc3)sc2c1
    -0.2	-6.4	-4.9	-4.5	-41.3	-11.6	-17.0	-0.1
CN1CCN(C(=O)c2cc(-c3csc(-c4cnccn4)n3)n3ccccc23)CC1
    -152.7	-146.3	-120.0	-150.3	i	-204.1	-169.6	-11.7
O=C(c1ccc(CNS(=O)(=O)c2ccc(Cl)cc2)cc1)N1CCC2(CC1)OCCO2
    9.5	-3.5	5.5	0.2	13.4	7.7	9.0	-1.2
COc1ccc(-n2ccn3c(CCC(=O)NCc4ccccc4)nnc3c2=O)cc1
    19.4	3.1	0.1	-0.9	8.3	2.4	-3.1	2.5
COc1ccc(CC(=O)N2[C@@H](c3ccccc3)[C@@H](CO)C[C@]23CCCCNC3=O)cc1
    2.0	-9.7	-5.8	-1.4	-0.9	-0.4	-3.3	1.1
Cc1ccc(S(=O)(=O)Cc2noc(CCC(=O)Nc3c(C)cccc3C)n2)cc1
    15.9	2.7	5.9	4.5	2.4	8.7	10.3	-2.6
Cc1nc(Cn2cccc2C(=O)Nc2cccc(C)c2C)no1
    0.5	-7.2	-15.9	-8.6	-62.6	-9.5	-14.0	-6.8
N#Cc1ccc(C(=O)N2CCc3sccc3C2c2ccccc2)cc1 (stereo not drawn)
    -271.0	-16.3	-22.2	2.5	-5.1	3.6	4.3	4.0
O=c1c2[nH]c3ccc(F)cc3c2ncn1CCN1CCOCC1
    21.4	3.9	8.9	4.1	24.1	12.7	11.7	1.7
O=C(c1ccc(F)cc1F)N1CCN(S(=O)(=O)c2cc(Cl)cc(Cl)c2)CC1
    -10.8	-9.0	-11.1	1.1	5.6	-4.5	-0.6	1.2
Cc1ccccc1CSc1cnc2ccccc2n1
    -0.7	-7.6	-3.0	-2.9	-17.6	-2.7	0.0	3.9
CC(C)C(=O)Nc1nc2ccc(CCC(=O)NCc3ccc4c(c3)OCO4)cc2s1
    20.0	-5.5	23.5	4.1	38.2*	18.4	23.3	-0.9
Cc1ccccc1NC(=O)CC1C(=O)N(Cc2cccnc2)c2nc3ccccc3n21 (stereo not drawn)
    14.1	-10.1	6.0	0.0	2.8	10.4	7.5	-0.7
O=C1N[C@H](Cc2c[nH]c3ccccc23)C(=O)N[C@H]1Cc1c[nH]c2ccccc12
    0.4	5.7	21.9	0.3	35.7*	10.4	12.3	-0.1
NC(=O)C1CNCCN1C(=O)CC1CCCCC1 (stereo not drawn)
    -24.8	-1.9	-17.2	-3.0	-16.5	-5.4	-8.2	-1.3
Cc1ccc(C(=O)CCC(=O)Nc2cc(S(=O)(=O)Nc3ccc(C)cc3C)ccc2C)cc1
    3.2	9.3	-1.0	6.5	-7.4	3.9	-0.7	5.0
COc1ccccc1NC(C)C(=O)N1CC(=O)Nc2ccccc21 (stereo not drawn)
    0.0	5.2	4.6	2.0	1.7	0.4	3.1	-1.2
NS(=O)(=O)c1ccc(CCNc2ccccc2[N+](=O)[O-])cc1
    -105.7	-0.3	-14.0	2.0	-4.7	-1.5	19.3	4.6
O=C(Nc1ccc2c(c1)CCO2)N1CCCCCC1
    14.6	4.6	2.9	1.3	2.7	4.6	0.2	4.3

Part of the list above, set out differently:
USP8 inh	USP7 block	USP17 inh	UCHL1 inh	USP30 inh	OTUD3 block	USP28 inh	USP10 block	canonical_smiles
14.1	-10.1	6.0	0.0	2.8	10.4	7.5	-0.7	Cc1ccccc1NC(=O)CC1C(=O)N(Cc2cccnc2)c2nc3ccccc3n21 (stereo not drawn)
0.4	5.7	21.9	0.3	35.7*	10.4	12.3	-0.1	O=C1N[C@H](Cc2c[nH]c3ccccc23)C(=O)N[C@H]1Cc1c[nH]c2ccccc12
-24.8	-1.9	-17.2	-3.0	-16.5	-5.4	-8.2	-1.3	NC(=O)C1CNCCN1C(=O)CC1CCCCC1 (stereo not drawn)
3.2	9.3	-1.0	6.5	-7.4	3.9	-0.7	5.0	Cc1ccc(C(=O)CCC(=O)Nc2cc(S(=O)(=O)Nc3ccc(C)cc3C)ccc2C)cc1

(continued)
Results follow in this order: USP8 inh	USP7 block	USP17 inh	UCHL1 inh	USP30 inh	OTUD3 block	USP28 inh	USP10 block
Cc1oc2c(c1C(=O)NCc1cccnc1)C1=NC(C)(C)CN1C=N2
    -0.1	-6.2	-20.0	-7.3	-77.5	-21.9	-25.8	-7.5
Cc1cnc(-c2cc(CC3CCCN(Cc4cncs4)C3)ncn2)[nH]1 (stereo not drawn)
    -11.9	1.9	-2.3	1.5	1.6	4.4	-1.1	1.6
CN1CCC(N2CC[C@H](c3nnc(COc4ccc(F)cc4)o3)C2)CC1
    -15.0	-5.4	-39.8	-5.1	x	-7.9	x	-6.7
CCOC(=O)c1ccc(NC(=O)c2ccc(SCCN3CCOCC3)nc2)cc1
    12.0	5.1	22.1	1.1	17.6	13.7	0.0	0.1
